From PubChem
RXFP1 ag – qHTS Assay for Agonists of the Relaxin Receptor RXFP1; Relaxin receptor 1 (Homo sapiens), Q9HBX9; HEK293T-RXFP1 cAMP TR-FRET, 30 min; response scale: percent of porcine relaxin response, buffer zero; Potency, µM (highest dose often 57.5 µM), without a hit: at the top dose activation, hits mostly activators; 370,000 tested, 0.3% active; AID 2676, 2010; further: potency means the concentration at half of the fitted maximal effect; on the % scale 0 is the no-effect control and ±100 the full control effect; nearly all actives have a fitted effect of over 60% in size; many of its hits are not listed in these tables
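HEK293 cells stably expressing RXFP1, treated 30 min at 37C with compounds plus PDE4 inhibitor Ro 20174; cAMP measured by HTRF TR-FRET. Normalized to buffer and 29 nM porcine relaxin; EC50 by Hill fit.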
Glioma ERSR ind – qHTS for Inducers of the Endoplasmic Reticulum Stress Response (ERSR) in Human Glioma: qHTS. Potency, µM, inactives show top-dose activation, usual class: activators. AID 602332, 2012. 420,000 tested, 0.02% active. U87-MG GRP78 promoter luciferase reporter, 16 h; further: potency means the concentration at half of the fitted maximal effect; series mostly up to about 76 µM; % of control where 0% means no effect; nearly all actives have a fitted effect of over 35% in size
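Stably transfected U87-MG human glioma cells carrying a GRP78-based luminescent sensor were seeded at 1000 cells/well, pin-dosed with compounds and incubated 16 h. Luciferase reagent was then added, and end-point luminescence was read after 10 min at room temperature.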
TrxR1 substrate – qHTS Assay for Substrates of Mammalian Selenoprotein Thioredoxin Reductase 1 (TrxR1): qHTS; Potency, µM (doses to about 114 µM), inactives show at the top dose activity change, negative = substrate turnover; 390,000 tested, 0.01% active; purified TrxR1 substrate turnover, NADPH consumption readout; further: potency means the concentration at half of the fitted maximal effect; on the % scale 0 is the no-effect control and ±100 the full control effect; nearly all actives have a fitted effect of over 50% in size
Target sequence (O89049 whole entry, looked up): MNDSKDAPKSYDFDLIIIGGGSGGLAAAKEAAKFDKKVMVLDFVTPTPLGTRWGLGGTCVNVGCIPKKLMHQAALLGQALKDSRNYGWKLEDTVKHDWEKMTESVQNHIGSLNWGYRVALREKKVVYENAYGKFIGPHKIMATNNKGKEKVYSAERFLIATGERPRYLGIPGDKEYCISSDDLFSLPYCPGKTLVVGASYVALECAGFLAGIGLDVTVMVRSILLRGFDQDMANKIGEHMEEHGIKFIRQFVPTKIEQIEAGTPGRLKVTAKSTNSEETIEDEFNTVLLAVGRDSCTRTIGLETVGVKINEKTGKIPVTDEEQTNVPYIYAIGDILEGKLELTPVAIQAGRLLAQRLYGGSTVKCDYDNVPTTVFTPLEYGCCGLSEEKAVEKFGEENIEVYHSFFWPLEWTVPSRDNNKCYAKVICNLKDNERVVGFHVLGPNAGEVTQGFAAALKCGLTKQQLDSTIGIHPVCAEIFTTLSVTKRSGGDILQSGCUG
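Rat TrxR1, dispensed at 90 nM, was prereduced with 400 uM NADPH (final) for 5 min at ~22 deg C, then incubated with compound 15 min before 400 uM selenite. A first-read NADPH fluorescence drop versus no-compound background flagged substrates.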
LDHA block – qHTS assay for inhibitors of human lactate dehydrogenase | purified LDHA, NADH/diaphorase-resazurin fluorescence; stronger effect = lower value | activity change, % (values are at about 110 or 230 µM) | 480,000 tested, 0.15% active | AID 1347041, 2019; in the data active means activity change below about -30%; inconclusive means mostly about -25% to -30%;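 further: plate controls were DMSO wells for no effect and wells without enzyme for full effect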
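Remaining NADH was detected by diaphorase (0.133 mg/mL) converting 37 µM resazurin to fluorescent resorufin, read at 0 and 20 minutes. The preceding 5-minute room-temperature reaction used 2 nM LDHA, 0.2 mM sodium pyruvate and 0.06 mM NADH at pH 7.4.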
USP1 inh – Inhibitors of USP1/UAF1: Primary Screen; Ubiquitin carboxyl-terminal hydrolase 1 (Homo sapiens), O94782; recombinant USP1/UAF1, Ub-Rhodamine cleavage fluorescence; Potency, µM (doses to about 57.1 µM), for inactives: at the highest dose activity change, negative = inhibition, actives largely listed as inhibitors; 390,000 tested, 0.23% active; further: potency means the concentration at half of the fitted maximal effect; on the % scale 0 is the no-effect control and ±100 the full control effect; nearly all actives have a fitted effect of over 60% in size; inactives centre near -12
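USP1/UAF1 complex at 1 nM was preincubated with compound for 15 min at room temperature, then Ub-Rho substrate (150nM final) was added. Fluorescence (480/540 nm) was read kinetically, 6 reads every 60 seconds.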
Vif-APOBEC3G blk – qHTS for Inhibitors of Vif-A3G Interactions: qHTS; DNA dC->dU-editing enzyme APOBEC-3G (Homo sapiens), Q9HC16; HeLa A3G-eYFP + Vif (tagged APOBEC3G with the HIV-1 protein that degrades it), YFP fluorescence, overnight; Potency, µM (titrated, usually from 46.1 µM), for the others: at the top dose activity, negative = active, hits mostly inhibitors; 410,000 tested, 0.076% active;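 further: potency means the concentration at half of the fitted maximal effect; on the % scale 0 is the no-effect control and ±100 the full control effect; nearly all actives have a fitted effect of over 60% in size; hits raise eYFP signal because A3G escapes Vif-driven loss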
Target sequence (Q9HC16 whole entry, looked up): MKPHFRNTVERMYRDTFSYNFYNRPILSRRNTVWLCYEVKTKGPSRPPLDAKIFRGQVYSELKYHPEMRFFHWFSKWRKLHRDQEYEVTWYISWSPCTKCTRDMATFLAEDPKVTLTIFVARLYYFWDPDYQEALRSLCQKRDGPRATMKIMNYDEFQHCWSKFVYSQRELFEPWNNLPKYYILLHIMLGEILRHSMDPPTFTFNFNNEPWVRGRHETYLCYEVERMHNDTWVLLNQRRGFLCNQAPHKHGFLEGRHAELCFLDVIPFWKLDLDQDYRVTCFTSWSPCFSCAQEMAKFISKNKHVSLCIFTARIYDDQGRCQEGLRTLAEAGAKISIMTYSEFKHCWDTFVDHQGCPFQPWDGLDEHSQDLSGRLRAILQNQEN
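Read-out is eYFP fluorescence (Ex 488/Em 500-530) from Vif-expressing HeLa A3G-eYFP cells; more signal means A3G escaped Vif-mediated degradation. Cells plated overnight, compound pinned in, incubated overnight at 37 deg C.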
Vif-APOBEC3F blk – qHTS for Inhibitors of Vif-A3F Interactions: qHTS. HeLa A3F-eYFP + Vif (tagged APOBEC3F with the HIV-1 protein that degrades it), YFP fluorescence increase. Potency, µM (series often up to 46.1 µM), inactives show at the highest dose activity, negative = active. 390,000 tested, 0.2% active. AID 602313, 2012; further: potency means the concentration at half of the fitted maximal effect; % of control where 0% means no effect; nearly all actives have a fitted effect of over 65% in size
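HeLa cells stably expressing Vif plus C-terminally eYFP-tagged A3F were seeded, incubated overnight at 37 deg C, dosed with compound, incubated overnight again at 37 deg C. Yellow fluorescence (Ex 488/Em 500-530) reported blocked Vif-mediated A3F-eYFP degradation.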
PI4K2A inh – qHTS for small molecular inhibitors of PI4K2A; Phosphatidylinositol 4-kinase type 2-alpha (Homo sapiens), Q9BTU6; purified PI4K2A, ADP-Glo luminescence, 1 h; stronger effect = lower value; activity change, negative = inhibition, % at 76.9 µM; 420,000 tested, 0.13% active; in the data active means activity change below about -50%; inconclusive means mostly about -30% to -49%;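 further: -100% = wells without enzyme as full effect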
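Compounds are screened against recombinant PI4K2A using PI as substrate and ATP, the latter dispensed at 300 microM. Reactions run one hour at ambient temperature before ADP-Glo detection; full inhibition defined by wells lacking enzyme.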
IDH1 R132H inh – qHTS for Inhibitors of mutant isocitrate dehydrogenase 1 (IDH1): qHTS. Isocitrate dehydrogenase [NADP] cytoplasmic (Homo sapiens), O75874. IDH1-R132H enzyme, NADPH consumption, diaphorase/resazurin fluorescence. Potency, µM (titrated, usually from 76.6 µM), inactives show at the highest dose activity change, negative = inhibition, most hits filed as inhibitors. 390,000 tested, 0.093% active; further: potency means the concentration at half of the fitted maximal effect; on the % scale 0 is the no-effect control and ±100 the full control effect; nearly all actives have a fitted effect of over 65% in size
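IDH1-R132H (0.5 ug/mL dispensed) in pH 7.5 Tris buffer was preincubated 30 min with compound, then given a substrate mix of 0.016 mM NADPH and 2 mM alpha-KG for 80 min at room temperature; remaining NADPH was read by diaphorase/resazurin fluorescence.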
An asterisk follows results filed as active; ? = inconclusive; . = not tested or not shown; & = joins results of further samples; [ ] = another dose, or the depositor's remark. Unless noted, the call rests on the fitted dose curve; in most records, active means well fitted curve in the direction sought with a large enough effect; inconclusive means small, poorly fitted or top-dose-only effect, or another doubt; inactive means no such curve, though single readings can be large; an effect the other way counts as inactive or inconclusive.

Below each compound: RXFP1 ag, Glioma ERSR ind, TrxR1 substrate, LDHA block, USP1 inh, Vif-APOBEC3G blk, Vif-APOBEC3F blk, PI4K2A inh, IDH1 R132H inh
Cc1nc2ccc(S(=O)(=O)Nc3ccc(-c4nc5cccnc5s4)cc3)cc2s1
  5.0%, 5%, 85%[activator][57.1 µM], -18, -2%, -3%, 0%, 0, -8%
Cc1[nH]n(C(N)=S)c(=O)c1N=Nc1ccc(S(=O)(=O)N2CCCCCC2)cc1
  1.1%, 5%, -12%, -8, -23%, -1%, 2%, 10, -1%
CCn1c(SCC(=O)N2CCC(C)CC2)nc2c(c1=O)SC(C)C2 (configuration not stated)
  -0.7%, -1%, 0%, -1, -10%, 0%, -11%, -4, 0%
COc1ccc(CNCCS(=O)(=O)NC2CCCC2)cc1
  ., -3%, -1%, 1, -32%, -1%, -1%, 1, 6%
COc1cccc(NC(=O)c2nn(-c3ccc(OC)cc3OC)c(=O)c3ccccc23)c1
  4.3%, -6%, 5%, -3, -21%, -1%, -12%, -2, -5%
COc1cccc(CSc2nnc(-c3ccncc3)n2C)c1
  0.7%, -3%, 9%, -5, -27%, -2%, -3%, 3, 0%
O=C(Cn1ccc([N+](=O)[O-])n1)NCc1cccs1
  3.0%, 0%, 8%[57.1 µM], -7, -25%, 0%, -10%, 4, 5%
Cc1ccc(NC(=O)N2CCC(C(=O)NCC(C)C)CC2)cc1
  0.1%, -2%, 7%, -6, -15%, -14%, -3%, -1, 3%
COc1ccc(/C=C/C(=O)c2cc(Br)ccc2OC(=O)c2ccco2)cc1OC
  0.5%, -2%, 10%, -8, 0%, 1%, -13%, 0, 7%
O=C(Cn1nc(C(=O)O)c2ccccc2c1=O)Nc1cc(Cl)cc(Cl)c1
  0.4%, -3%, -5%, -1&-4, 1%, -5%, -11%, -14, -9%
O=C(NNC(=O)c1cc(S(=O)(=O)N2CCCCC2)ccc1Cl)c1ccccc1O
  -1.1%, 1%, -3%, 4, -19%, 8%, 9%, 3, 8%
O=c1[nH]c(CSc2nnc(-c3ccccc3)n2-c2ccccc2)nc2ccccc12
  0.5%, 2%, 1%, 4, 7%, -8%, -8%, -3, -17%
COc1cccc(NC(=O)N2CCCCCC2)c1
  -0.9%, 4%, -5%, 0, -28%, 1%, 3%, -1, 0%
COc1cc(C(=O)Nc2ccncc2)cc(OC)c1OC
  0.5%, -2%, 6%, -6, -5%, 3%, -2%, -1, 0%
Cc1ccc(C)c(OCCC(=O)Nc2cc(S(=O)(=O)N3CCCCC3)ccc2C)c1
  ., -7%, 6%[57.1 µM], -5, ?, 7%, -4%, -4, -2%
O=C(CNC(=O)c1ccccc1F)Nc1ccccc1C(F)(F)F
  1.3%, -2%, 8%, -1, -16%, -10%, -1%, -13, 0%
O=C(NN=Cc1ccccc1O)C(O)(c1ccccc1)c1ccccc1
  ., -8%, 9%[57.1 µM], -1, -18%, 0%, 1%, 0, 4%
O=c1cc(Cl)c(-c2ccccc2)nn1Cc1ccc(Cl)cc1
  -1.9%, -5%, -17%[57.1 µM], -2, -22%, -8%, 5%, 3, 4%
Cc1cccc(/C(N)=N/OC(=O)c2ccncc2)c1
  -0.8%, -1%, 3%, 0, -22%, -6%, -8%, -6, 0%
CC(=O)Nc1cccc(-c2cc(N3CCN(CCO)CC3)n3nccc3n2)c1
  ., -2%, ., -3, ., -4%, ., -2, .
Cc1c(C(=O)O)[nH]c2c1C(=O)CC(c1ccc(Cl)cc1)C2 (configuration not stated)
  0.6%, -2%, 8%, -2, -10%, -4%, -2%, 0, -1%
COc1ccc(CNc2ncnc3c2[nH]c2ccccc23)cc1
  2.3%, 0%, 13%[57.1 µM], -19, 4%, -3%, 6%, -2, -6%
O=C(NCC1CCOCC1)c1cc(COc2cccc(C(F)(F)F)c2)on1
  -0.1%, -1%, -5%, -4, -14%, 3%, -6%, 1, -9%
COc1ccccc1CC(=O)Nc1ccc2nc(Nc3cccc(Cl)c3)cc(C)c2c1
  9.1%, -3%, 46%[activator], 3, -24%, 0%, -2%, 1, 7%
CNc1c(NS(=O)(=O)c2ccc(OC)c(Cl)c2)c(=O)oc2ccccc12
  0.8%, -10%, 0%, -3, -29%, -7%, 2%, -1, -11%
CCOC(=O)CCCNC(=O)c1cncc(Br)c1
  1.6%, -1%, 4%, -13, -6%, 1%, -1%, 1, 3%
Cc1ccc(S(=O)(=O)Nc2cccc3c2O[C@H](CN(C)C(=O)Nc2ccc(C(F)(F)F)cc2)[C@@H](C)CN([C@H](C)CO)C3=O)cc1
  ., -1%, -15%, 6, -29%, -3%, -5%, 2, 20%
CCCCN(CC)Cc1ccc(CNC(=S)Nc2cccc(F)c2)o1
  0.8%, -1%, 16%[0.0914 µM], 0, -20%, -1%, 1%, -2, 12%
COc1cccc(C(=O)NC2CC3CCC(C2)N3Cc2ccccc2)c1 (configuration not stated)
  0.8%, -3%, -2%, -1, -22%, 1%, -2%, -3, 3%
Cc1[nH]c(C)c(S(=O)(=O)N2CCN(c3ccccc3F)CC2)c1C(=O)N1CCCCC1
  -0.6%, -1%, -5%, -5, -14%, -1%, 1%, -19, -6%
O=C(NCC(=O)N(c1cnc2ccccc2c1)C(C(=O)NC1CCCC1)c1ccncc1)c1ccco1 (configuration not stated)
  1.9%, 1%, -6%, -2, -4%, 1%, 1%, 8, 0%
O=C(c1cccnc1)N1CCC(Oc2ccc(C(=O)N3CCCCO3)cc2)CC1
  -1.2%, -2%, 9%, 1, -6%, 0%, 4%, -5, 13%
Cc1cc(NC(=O)CSc2nc(-c3ccco3)cc(C(F)(F)F)n2)no1
  9.4%, -6%, -5%, -5, -7%, ?, ., -3, 1%
Cc1nn(Cc2c(F)c(F)c(F)c(F)c2F)c(C)c1NC(=O)c1ccnn1C
  -4.2%, -6%, 1%, 0, -17%, -1%, -11%, -1, -10%
CCOc1ccc(-c2c[n+]3c(n2-c2ccccc2)CCCCC3)cc1
  1.0%, -3%, 4%, -5, -10%, 3%, 1%, -2, 9%
CCn1c(SCC(=O)Nc2nc(C)cs2)nnc1-c1ccco1
  3.2%, 3%, 6%, -1, -12%, -5%, ., -1, 9%
C1=NN(c2ccccc2)C=NN1c1ccccc1
  ., -2%, -4%, -3, -18%, -5%, -9%, 3, 3%
O=C(NCCCNC(=O)c1cnccn1)c1ccc(Cl)c(Cl)c1
  0.6%, -3%, 4%, -9, 1%, 0%, 1%, 3, 2%
CN(C)S(=O)(=O)c1ccc(Cl)c(NC(=O)CN2C(=O)NC3(CCc4ccccc43)C2=O)c1 (configuration not stated)
  0.8%, -1%, -3%, -3, -7%, -10%, -1%, -3, -4%
CCN(CC)S(=O)(=O)c1ccc2c(c1)N(CC(=O)N1CCN(c3ccc(Cl)cc3)CC1)C(=O)CO2
  -0.6%, -3%, 1%[57.1 µM], 6, -15%, 1%, 5%, 3, 10%
Cc1ccccc1C(=O)Nc1cc2c(cc1N1CCCCC1)n(C)c(=O)n2C
  2.2%, -1%, -11%, 14, -24%, -3%, -10%, 3, ?
Cn1c(SCC(=O)c2ccc(F)cc2)nc2cccnc21
  2.5%, 2%, 2%, -3, -16%, 4%, 5%, 9, 4%
CCCC(C(=O)Nc1ccc(S(=O)(=O)Nc2ncccn2)cc1)c1ccccc1 (configuration not stated)
  2.5%, -6%, -7%, 3, -4%, -4%, 3%, -2, 1%
CC(C)(C)c1ccc(OCc2ccc(C(=O)N/N=C/c3ccc([N+](=O)[O-])cc3)o2)cc1
  2.3%, 4%, -6%, -9, 2%, 0%, -2%, 10, -7%
CCN(C[C@H]1N[C@@](Cc2ccccc2)(C(=O)OC)[C@H]2C(=O)N(Cc3ccccc3)C(=O)[C@@H]12)S(=O)(=O)c1ccccc1
  ., -2%, -6%, 1, ?, -4%, -8%, 3, -6%
C[C@@H]1CN([C@H](C)CO)C(=O)CCCn2nncc2CO[C@H]1CN(C)C(=O)Nc1ccc(N2CCCCC2)cc1
  ., -4%, ., 3, 1%, 1%, 0%, -3, 1%
CCC(C)(C)NC(=O)CN(Cc1ccco1)C(=O)CCC(=O)Nc1nccs1
  3.5%, -2%, 10%, -8, -13%, 3%, 1%, -3, -2%
O=C(Nc1ccn(CCCN2CCN(Cc3ccc(F)cc3)CC2)c(=O)n1)OCc1ccccc1
  ., -2%, ., -3, -16%, 0%, -3%, -3, -3%
Cc1nc(=O)c(-c2ccccc2)c(C)n1CCCCCC(=O)O
  1.8%, -4%, -7%, -6, -9%, 0%, -7%, 0, 8%
CCN(c1ccccc1C)S(=O)(=O)c1nnc(NC(=O)c2ccccc2C)s1
  -0.4%, 1%, -6%, 3, -4%, -8%, -3%, -4, -8%
COc1cc(/C=N/Nc2ccc(F)cc2F)cc(OC)c1OC
  1.3%, 0%, 2%[57.1 µM], -4, -23%, -15%, 1%, -3, 1%

Some of the compounds tested (hit frequency here may not be typical).
